# KCNH2 WT inh: KCNH2 (human, wildtype) channel inhibition | Q12809 | U2OS, BacMam KCNH2, thallium flux FluxOr; hits give low values | activity change, % at 1.84 µM | actives 0.37% (n = 340,000);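 active = maximum activity change below -70%; inconclusive = maximum activity change between -70% and -50%; inactive = maximum activity change above -50%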; also: % is scaled to controls: 0 for no effect and ±100 for the full control effect
#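 U2OS cells transduced with wild-type KCNH2 virus are loaded with FluxOr dye for 45 min, and thallium flux is measured in kinetic reads before and after stimulation buffer. Rate constants are normalized to DMSO controls.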
# TSHR antagonist: human thyrotropin receptor antagonism; TSHR-expressing cells, TSH-stimulated cAMP HTRF, 2 h; hits give low values; activity change, negative = inhibition, % at 11.5 µM; actives 0.2% (n = 330,000); AID 504810;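 active = activity change below a set negative limit, meaning inhibition stronger than a set level, cut at about -70% in these data; inconclusive = activity change between two set negative limits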; also: % is scaled to controls: 0 for no effect and ±100 for the full control effect
#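 Freshly harvested TSHR cells receive pin-tooled compound, then EC80 TSH at 4nM final. After 2 hours at 37 deg C, antibody in lysis buffer and cAMP-d2 are added; 30 minutes at ambient temperature precede the HTRF read.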
# Chronic BCR inh: blocks chronic active B-cell receptor signaling. Potency, µM (doses to about 46.1 µM), for the others: at the highest dose ratio change, negative = lower green/red ratio, most hits filed as inhibitors. AID 493014. ABC-DLBCL IkBa-CBG/CBR reporter, luminescence ratio, 4 h. actives 0.05% (n = 340,000); active = well fitted inhibition curve with a large enough effect in the signal ratio, with a control signal flat, not every such curve was filed as active; inconclusive = small, poorly fitted or top-dose-only effect, or effect the other way, or a change in a side signal; the % refers to the signal ratio;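 also: potency is read from the fitted curve at half-maximal effect; plate controls were basal doxycycline-induced cells for no effect and cells given 10 µM MG132 for full effect; MG132 reads +100%, hits lower the ratio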
#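 Compounds up to 46 uM were incubated four hours with TMD8 cells whose green CBG68 luciferase is fused to IkappaBalpha; red CBR luminescence normalised the signal, and concentration-effect curves were fitted to fusion, red and ratio data.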
# Giardia kill: Giardia lamblia killing | Giardia lamblia trophozoite viability | AID 540267 | activity change, % at 7.66 µM, hits read low | actives 0.15% (n = 340,000); in the data active = activity change below about -80%; inconclusive = between about -30% and that limit;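 also: parasites exposed to compound for two days anaerobically before the ATP read; % is scaled to controls: 0 for no effect and ±100 for the full control effect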
#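 Luminescent ATP signal served as the viability read-out, measured 15-30 min after adding ATP detection reagent to trophozoites that had been incubated with compounds for 48 hrs at 37 deg C anaerobically at 100 cells/well.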
# Tb PFK inh: T. brucei PFK enzyme inhibition; O15648; T. brucei PFK, ADP-Glo luminescence; Potency, µM (highest dose often 57.5 µM), inactives show top-dose activity, negative = inhibition, usual class: inhibitors; actives 0.17% (n = 330,000); AID 485367;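 also: potency is read from the fitted curve at half-maximal effect; 0% = uninhibited 1x PFK enzyme wells and -100% = no-enzyme wells; nearly all actives have a fitted effect of over 60% in size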
#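 Activity is normalized to no-enzyme wells (full inhibition) and 1.25 nM enzyme wells (no inhibition). Reaction: 0.5 mM F6P, 0.1 mM ATP, 45 min RT, ADP-Glo luminescence; concentration-response curves fitted and classed by quality.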
# GALK inh: blocks human galactokinase activity; Purified GALK, Kinase-Glo residual ATP luminescence; AID 1868; P51570; Potency, µM (top dose mostly 57.5 µM), without a hit: at the highest dose activity change, negative = inhibition, usual class: inhibitors; actives 0.007% (n = 270,000); also: potency is read from the fitted curve at half-maximal effect; % is scaled to controls: 0 for no effect and ±100 for the full control effect
#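 5 nM enzyme, 35 uM ATP, 100 uM galactose, 20 mM HEPES pH8.0, 5 mM MgCl2; 1 h RT; residual ATP by Kinase-Glo Plus luminescence, qHTS format.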
# A-T KAP1 phos: potential ataxia-telangiectasia treatment. […] A-T fibroblasts, KAP-1 phosphorylation AlphaLISA; neocarzinostatin DNA damage 30 min before lysis. Potency, µM (titrated, usually from 57.5 µM), for inactives: at the top dose activation, hits mostly activators. AID 485349. actives 0.19% (n = 320,000); also: potency is read from the fitted curve at half-maximal effect; % of control where 0% means no effect; nearly all actives have a fitted effect of over 45% in size
#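 hTERT-immortalized A-T patient fibroblasts ([…]), 500 cells/well in OPTI-MEM, 1% FBS, got compounds for 60 min, then NCS for 30 min at 37C. Lysates were then assayed for phospho-KAP-1 by AlphaLISA (anti-pKAP1 donor, anti-KAP1 acceptor beads), 6 hr at 25C.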
# FBPA coupling cs: coupling enzyme interference in Giardia aldolase counter-screen. coupling enzyme system counterscreen, AmpLite Red fluorescence. actives 0.67% (n = 290,000). AID 2472. activity change, negative = inhibition, % at 58.2 µM, hits read low; in the data active = activity change below about -30%; also: % is scaled to controls: 0 for no effect and ±100 for the full control effect
#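 First, compound is pin-transferred into glyceraldehyde-3-phosphate coupling-enzyme reagent at 57.5 uM final and held 10 min at RT. Next, substrate, coupling system and AmpLite Red are added. After 20 min RT, fluorescence (525/598 nm) is read.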
# MLL CXXC-DNA inh: inhibitors of human MLL CXXC domain-DNA interaction | Q03164 | MLL-CXXC / FITC-HOXA9 DNA fluorescence polarization | actives 0.037% (n = 290,000) | Potency, µM (series often up to 115 µM), for the others: at the top dose activity change, negative = inhibition, usual class: inhibitors; active = well fitted inhibition curve with a large enough effect in the polarisation, with a control signal flat, not every such curve was filed as active; inconclusive = small, poorly fitted or top-dose-only effect, or effect the other way, or a change in a side signal; inactive = no such curve, though single readings can be large or run the other way; the % refers to the polarisation; also: potency is read from the fitted curve at half-maximal effect
#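 Fluorescence polarization: 7 uM MLL-CXXC (stock) preincubated 5 min with compounds, then 50 nM fluorescein-HOX-A9 DNA (stock) added; 30 min ambient. Buffer 50 mM Tris-HCl pH 7.5, 50 mM NaCl, 1 mM DTT, 0.05% BSA.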
# TCR activator: activates T cell receptor signaling; primary human leukocytes, anti-CD3, IL-2 HTRF, 48 h; 330,000 tested, under 10 active; AID 504894; Potency, µM (top dose mostly 9.22 µM), for inactives: top-dose activation of IL-2 secretion, hits mostly activators; also: % of control where 0% means no effect
#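 Primary human leukocytes receive a-CD3 beads and test compound and are incubated 48 hr. Secreted IL-2 is then assayed by HTRF, measuring 665nm acceptor emission after 320nm excitation of the europium donor.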
# Active calls of the source: *; ? = inconclusive; nt = not tested or not shown; [ ] = another dose, or the depositor's remark. Unless noted, calls follow the shape of the dose curve; as a rule, active = well fitted curve in the direction sought with a large enough effect; inconclusive = small, poorly fitted or top-dose-only effect, or another doubt; inactive = no such curve, though single readings can be large; an effect the other way counts as inactive or inconclusive.
molecule,GALK inh,TCR activator,Chronic BCR inh,KCNH2 WT inh,FBPA coupling cs,A-T KAP1 phos,Giardia kill,TSHR antagonist,Tb PFK inh,MLL CXXC-DNA inh
O=C(C1CCN(S(=O)(=O)N2CCCCC2)CC1)N1CCCCC1,nt,-2%[46.1 µM],5%,-9,-2,2%,3,17,4%,-4%
Cc1ccccc1/C=C/c1nc2ccccc2c(=O)n1Cc1ccccc1,1%,-4%[46.1 µM],1%,3,0,-3%,0,21,-6%,-3%
COc1ccc(C(=S)N2CCN(c3ccccc3Cl)CC2)cc1OC,-1%,0%,2%,-12,0,18%,-22,11,?,-8%
CN(CC(=O)O/N=C(\N)c1ccc([N+](=O)[O-])cc1)S(=O)(=O)c1ccccc1,-3%,nt,14%,7,3,2%,7,-11,-2%,2%
Cc1ccc(NCc2nnc(SCC#N)o2)c(C)c1,-2%,0%[46.1 µM],-6%,1,0,7%,-10,-11,-4%,-2%
NC(=O)CC(NC(=O)Cc1ccc(Cl)cc1)c1ccc(NC2CCCCCCC2)c([N+](=O)[O-])c1 (stereo not drawn),nt,1%,-28%,-17,-2,10%,4,-5,0%,-9%
Cc1csc(SCC(=O)Nc2sc3c(c2C#N)CCC3)n1,-3%,-3%,1%,-1,1,3%,-6,-11,-18%,-2%
CCCCc1ccc(NC(=O)Nc2cccnc2)cc1,-6%,-1%,?,22,2,-2%,-26,12,2%,?
O=C(Cn1cnc2c(nnn2-c2ccccc2)c1=O)NCc1ccco1,0%,-5%,-1%,8,2,9%,6,9,0%,0%
O=C1CCCc2ccccc2N1Cc1ccccc1,0%,-2%,?,nt,-1,0%,11,-9,-2%,-4%
COc1ccc(C(=O)NCC(=O)N/N=C(\C)Cc2ccccc2)cc1,1%,-2%,?,-19,nt,-4%,3,-3,-1%,4%
O=S1(=O)N=C(Nc2ccc(S(=O)(=O)N3CCCCC3)cc2)c2ccccc21,-2%,3%,5%,14,0,5%,-7,5,-1%,18%
Cc1nc2ccccc2c(=O)n1NC(=O)c1cccc([N+](=O)[O-])c1,4%,-10%,-8%,-1,0,2%,-3,-3,5%,1%
CCn1c2ccccc2c2cc(NC(=O)Cc3ccc(S(=O)(=O)N4CCOCC4)s3)ccc21,-4%,8%,-10%,-2,-5,5%,-1,-6,4%,?
O=C(O)C(c1ccccc1)N1CCCC1 (stereo not drawn),0%,4%[46.1 µM],-1%,-7,3,-3%,-8,-3,4%,-5%

# More compounds
molecule,GALK inh,TCR activator,Chronic BCR inh,KCNH2 WT inh,FBPA coupling cs,A-T KAP1 phos,Giardia kill,TSHR antagonist,Tb PFK inh,MLL CXXC-DNA inh
Cc1cccc(NC(=O)CSc2nccn2Cc2ccco2)c1,7%,0%,?,0,nt,13%,-7,24,-4%,3%
CCOC(=O)c1ccccc1NC(=O)C1CC(=O)N(C(C)(C)C)C1 (stereo not drawn),-1%,-25%,-8%,-10,0,1%,5,13,1%,4%
C=CCn1c(=O)c2c(nc3n2CC(C)CN3c2cccc(OC)c2)n(C)c1=O (stereo not drawn),2%,-2%,?,0,-2,1%,-22,-12,-3%,0%
CCOC(=O)C(C)Sc1ccc2nnc(CCNS(=O)(=O)c3ccccc3)n2n1 (stereo not drawn),-3%,-4%,-1%,-2,-1,1%,15,-1,-1%,10%
COc1ccc(OC)c(NC(=O)C(=O)N/N=C/c2ccccc2[N+](=O)[O-])c1,0%,-2%,?,5,-2,-6%,4,1,0%,7%
Cc1ccc(CN(C)C(=O)c2ccc(NS(=O)(=O)c3ccc4[nH]c(=O)[nH]c4c3)cc2)cc1,nt,-2%,-9%,-8,nt,2%,5,-1,-4%,nt
COc1ccc(Nc2ncnc3c2cnn3Cc2ccc(C)cc2)cc1,0%,-3%,-23%,-14,-5,2%,1,-8,1%,-14%
COc1cc(NC(=O)C(=O)Nc2ccc3nc4n(c(=O)c3c2)CCCCC4)cc(OC)c1OC,6%,3%,-1%,4,-3,7%,22,12,-15%,-12%
Cc1cc(NC2CCCCC2)nc(N2CCOCC2)n1,-1%,nt,-3%,14,2,-2%,5,-2,5%,0%
C[C@]12CCC[C@H](O1)[C@H]([C@@H](O)c1ccccc1)O2,nt,-1%,2%,-18,nt,-3%,12,5,-3%,nt
Cc1ccc(CN2CCC(=O)N2)cc1,6%,2%,-3%,-4,4,16%,1,2,1%,9%
CCCOc1ccc(Br)cc1/C=N/O,2%,4%,nt,-4,-5,nt,29,nt,nt,2%
COc1ccc(-c2nc(N)nc(C(F)(F)F)c2-c2ccccc2OC)c(O)c1,-2%,11%,-5%,-6,-6,4%,21,-1,-2%,-4%
Cc1ccc(Cl)cc1NC(=O)CN1C(=O)COc2ccc(S(=O)(=O)N3CCOCC3)cc21,-3%,4%,2%,1,0,0%,24,-8,-2%,6%
S=C(NCc1ccco1)N1CCN(Cc2ccc(Cl)cc2Cl)CC1,3%,4%,-3%,-5,0,-7%,-3,-19,-3%,5%

# The list continues:
molecule,GALK inh,TCR activator,Chronic BCR inh,KCNH2 WT inh,FBPA coupling cs,A-T KAP1 phos,Giardia kill,TSHR antagonist,Tb PFK inh,MLL CXXC-DNA inh
CC(C)(C)OC(=O)NCc1ccc(NC(=O)c2nc[nH]c2C(=O)NCCNC(=O)c2[nH]cnc2C(=O)Nc2ccc(CNC(=O)OC(C)(C)C)cc2)cc1,nt,6%,4%,-5,nt,12%,0,-7,1%,nt
CC1CCN(C(=O)C2CCN(c3ncnc4c3nc3n4CCCCC3)CC2)CC1,-5%,-8%,10%,4,nt,-2%,1,-9,-2%,45%
Cc1ccc(CNC(=O)COc2ccc(C)nc2[N+](=O)[O-])cc1,3%,3%[46.1 µM],0%,-7,6,-8%,-29,17,-2%,6%
CCN(CC)C(=O)COc1ccc(CC(=O)O)cc1OC,0%,-14%,-6%,-7,1,4%,-2,-4,-3%,4%
COc1cccc(C(=O)Cn2c(=O)n(CCC(=O)NCC3CCCO3)c(=O)c3cc(OC)c(OC)cc32)c1 (stereo not drawn),0%,2%,-21%,-8,1,2%,-13,-10,-3%,-5%
COc1cc(OC)cc(-c2c(-c3ccc(F)cc3)c3cc(-c4ccc(OC)nc4)ccc3n2C)c1,nt,1%,0%,-24,nt,2%,-4,-1,2%,nt
CCN(CC(=O)Nc1ccc(NC(C)=O)cc1)CC(=O)Nc1ccc(F)c(Cl)c1,1%,-6%,-18%,-5,1,-1%,-9,29,-9%,3%
CCOC(=O)c1nnn2c1nc(N1CCCCC1)c1ccccc12,5%,-3%,-2%,24,-28,-1%,6,-1,-4%,9%
CC(C)c1ccc(S(=O)(=O)N2CCN(C(=O)[C@@H]3CCCN3C(=O)c3cccs3)CC2)cc1,nt,2%,2%,1,nt,2%,-2,12,0%,nt
CN(C)N=C1c2cc(S(=O)(=O)N3CCOCC3)ccc2-c2ccc(S(=O)(=O)N3CCOCC3)cc21,2%,-1%[46.1 µM],7%,3,-1,2%,6,-6,-3%,-7%
CCN(N=O)[C@@H](Cc1ccccc1)CN(N=O)[C@@H](Cc1ccccc1)CN(C)N=O,-1%,-5%,1%,-14,-2,-22%,-18,-10,?,-22%
CC1(C)CC(NC(=O)C(F)(F)F)CC(C)(C)N1OC(=O)c1ccco1,0%,0%,8%,-1,0,3%,-9,-3,-6%,8%
CC(N=Cc1cccc(O)c1O)c1ccccc1 (stereo not drawn),-1%,0%,?,5,-39*,-9%,10,-20,-13%,-6%
COC(=O)CC(NS(=O)(=O)c1cccs1)c1ccccc1Cl (stereo not drawn),0%,4%,7%,5,1,-1%,14,1,-7%,-3%
CC1CCN(S(=O)(=O)c2ccc3[nH]c(=O)cc(C(=O)O)c3c2)CC1,-1%,nt,0%,-21,1,5%,2,1,0%,2%

# The listing continues:
molecule,GALK inh,TCR activator,Chronic BCR inh,KCNH2 WT inh,FBPA coupling cs,A-T KAP1 phos,Giardia kill,TSHR antagonist,Tb PFK inh,MLL CXXC-DNA inh
CN(C)C(CNc1ncnc2sccc12)c1ccccc1 (stereo not drawn),8%,5%,-11%,3,-1,5%,-8,22,0%,-9%
O=C(Oc1ccccc1C(=S)N1CCOCC1)c1ccccc1,0%,-6%,?,-4,-4,-5%,2,-5,0%,27%
C#CCOCCOCCOCCNc1nc(N2CCN(C(=O)[C@H](CCCN=C(N)N)n3cc(C(N)[C@H](C)CC)nn3)CC2)nc(N2CCN(C(=O)[C@H](CCCN=C(N)N)n3cc(C(N)[C@@H](C)CC)nn3)CC2)n1 (stereo partly drawn),nt,-5%,1%,nt,nt,2%,3,4,-4%,nt
Cc1cccc(N2CCN(C(=O)C3CCC(CNS(=O)(=O)c4cccs4)CC3)CC2)c1C (stereo not drawn),6%,1%,-9%,0,1,-7%,3,-3,0%,-1%
CCCn1c(N)c(N2CCCCC2)c(=O)n(CC(=O)Nc2ccccc2C)c1=O,0%,0%,-7%,-6,-2,-3%,-10,1,-1%,-8%
